Source: PubChem
HP1b chromo inh = HTS for Inhibitors of HP1-beta Chromodomain Interactions with Methylated Histone Tails; Potency, µM (top dose mostly 114 µM), for inactives: at the top dose activity change, negative = inhibition, actives largely listed as inhibitors; 0.56% of 390,000 active; AlphaScreen HP1-beta / biotin-H3K9me3 peptide binding; Chromobox protein homolog 1 (Homo sapiens), P83916; note: potency is the fitted concentration of half-maximal effect; nearly all actives have a fitted effect of over 70% in size; inactives centre near 23
Target sequence (P83916 whole entry, looked up): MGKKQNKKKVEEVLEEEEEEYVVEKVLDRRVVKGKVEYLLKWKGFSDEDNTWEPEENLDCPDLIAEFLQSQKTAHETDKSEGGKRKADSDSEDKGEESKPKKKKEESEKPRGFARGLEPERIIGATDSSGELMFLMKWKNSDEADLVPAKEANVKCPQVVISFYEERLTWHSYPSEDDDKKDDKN
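Compound inhibition of the preformed complex between 50 nM HP1-beta and 50 nM biotinylated H3K9me3 peptide was read by AlphaScreen. Buffer was PBS pH 7.4 with 0.01% Tween-20. Incubations ran 30 min at room temperature, with 10 ug/mL donor/acceptor beads.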
BAZ2B inh = qHTS Assay for Inhibitors of BAZ2B; Bromodomain adjacent to zinc finger domain protein 2B (Homo sapiens), Q9UIF8; AlphaScreen BAZ2B-H3K14Ac peptide displacement; Potency, µM (top dose mostly 114 µM), inactives show at the top dose activity change, negative = inhibition, usual class: inhibitors; 4.4% of 360,000 active; AID 504333, 2011; note: potency is the fitted concentration of half-maximal effect; % is set by controls: 0 for no effect and ±100 for the full control effect; nearly all actives have a fitted effect of over 60% in size
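BAZ2B (50 nM) with biotin-H3(5-23)K14Ac peptide (50 nM) in PBS pH 7.4, 0.01% Tween-20, preformed 30 min, then compound 30 min at room temperature; top concentration 110uM. AlphaScreen streptavidin donor/nickel chelate acceptor beads (10 ug/mL final), 20 min dark, signal read.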
GLS inhibitor = qHTS for Inhibitors of Glutaminase (GLS) | Potency, µM (highest dose often 45.5 µM), inactives show top-dose activity change, negative = inhibition, actives largely listed as inhibitors | 0.21% of 410,000 active | GLS enzymatic activity, qHTS titration; note: potency is the fitted concentration of half-maximal effect; % is set by controls: 0 for no effect and ±100 for the full control effect
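Coupled fluorescence readout: glutamate oxidase/HRP/Amplex Red detect glutamate formed by hKGA from L-glutamine (1 mM solution added). Buffer 45 mM KH2PO4 pH 8.2, 0.02% Tween-20; reads at t0 and 30 min RT.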
PI4K2A block = qHTS for small molecular inhibitors of PI4K2A; Phosphatidylinositol 4-kinase type 2-alpha (Homo sapiens), Q9BTU6; purified PI4K2A, ADP-Glo luminescence, 1 h; stronger effect = lower value; activity change, negative = inhibition, % at 76.9 µM; 0.13% of 420,000 active; AID 1346378, 2018; in the data active = activity change below about -50%; inconclusive = mostly about -30% to -49%;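 note: -100% = wells without enzyme as full effect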
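PI4K2A activity was measured by ADP-Glo luminescence: enzyme (4 ug/mL stock) and phosphatidylinositol (1.2 mM stock) in Tris pH 7.5/MgCl2/EGTA/Triton X-100 buffer were reacted with ATP (300 microM stock) for one hour at ambient temperature.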
G9a block = qHTS Assay for Inhibitors of Histone Lysine Methyltransferase G9a; G9a H3K9 monomethylation, AlphaScreen, 2 h; Potency, µM (highest dose often 102 µM), for the others: top-dose activity, negative = inhibition, actives largely listed as inhibitors; 8.8% of 350,000 active; note: potency is the fitted concentration of half-maximal effect; % is set by controls: 0 for no effect and ±100 for the full control effect; nearly all actives have a fitted effect of over 75% in size
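Compounds were preincubated with 20 nM G9a for 15 min, after which biotinylated H3K9 peptide (500 nM) and SAM (20 uM) started a 2 h room-temperature reaction. Monomethylated product was quantified by antibody-based AlphaScreen chemiluminescence.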
PGK inhibitor = qHTS Assay to Find Inhibitors of Phosphoglycerate Kinase; PGK/GAPDH coupled, Kinase-Glo luminescence, 60 min; 0.043% of 380,000 active; Potency, µM (titrated, usually from 57.5 µM), for inactives: at the highest dose activity change, negative = inhibition, actives largely listed as inhibitors; note: potency is the fitted concentration of half-maximal effect; % is set by controls: 0 for no effect and ±100 for the full control effect; nearly all actives have a fitted effect of over 60% in size
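Luminescent ATP detection (Kinase-Glo Plus) follows a 60-minute room-temperature incubation, with wells lacking PGK as controls. Buffer: 100 mM TEA (pH 7.6), 5 mM MgCl2, 0.01% Tween-20. Coupling enzyme GAPDH (100 nM final) supplies unstable 1,3-BPG in-well.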
POLH inh = qHTS for Inhibitors of Polymerase Eta. DNA polymerase eta (Homo sapiens), Q9Y253. recombinant Pol eta, fluorescent DNA replication assay. Potency, µM (top dose mostly 114 µM), for the others: at the top dose activity change, negative = inhibition, most hits filed as inhibitors. 1.2% of 390,000 active. AID 588591, 2011; note: potency is the fitted concentration of half-maximal effect; % is set by controls: 0 for no effect and ±100 for the full control effect
Target sequence (Q9Y253 whole entry, looked up): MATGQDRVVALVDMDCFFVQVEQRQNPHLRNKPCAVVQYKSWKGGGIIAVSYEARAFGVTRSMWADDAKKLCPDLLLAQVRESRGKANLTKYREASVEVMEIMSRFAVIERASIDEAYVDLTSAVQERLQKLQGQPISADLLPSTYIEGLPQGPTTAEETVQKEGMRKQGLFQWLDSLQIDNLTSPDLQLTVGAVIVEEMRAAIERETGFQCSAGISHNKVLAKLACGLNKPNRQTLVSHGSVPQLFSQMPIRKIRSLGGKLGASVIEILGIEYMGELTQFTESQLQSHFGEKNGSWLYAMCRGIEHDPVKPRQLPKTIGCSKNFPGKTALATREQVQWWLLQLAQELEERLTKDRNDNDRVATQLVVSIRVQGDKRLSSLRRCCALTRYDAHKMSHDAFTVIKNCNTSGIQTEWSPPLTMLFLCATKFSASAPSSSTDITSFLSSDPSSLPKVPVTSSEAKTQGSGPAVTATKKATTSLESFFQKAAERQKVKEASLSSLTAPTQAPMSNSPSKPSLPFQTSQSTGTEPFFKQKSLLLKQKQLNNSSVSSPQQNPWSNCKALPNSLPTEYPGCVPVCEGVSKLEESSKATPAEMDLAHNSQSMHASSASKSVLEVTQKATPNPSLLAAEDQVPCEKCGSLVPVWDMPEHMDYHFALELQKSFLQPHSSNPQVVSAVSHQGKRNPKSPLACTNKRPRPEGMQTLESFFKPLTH
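Pol eta (10 nM) was preincubated with compounds for 15 min at room temperature, after which fluorescent replication substrate (50 nM final) was added to start the reaction. Fluorescence was read kinetically at 0 and 10 min.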
Pin1 inhibitor = qHTS Assay to Find Inhibitors of Pin1. Peptidyl-prolyl cis-trans isomerase NIMA-interacting 1 (Homo sapiens), Q13526. Pin1 FP peptide displacement, HiFluor488, 10 min. Potency, µM (highest dose often 115 µM), without a hit: at the top dose activity, negative = inhibition, hits mostly inhibitors. 0.009% of 390,000 active. AID 504891, 2011; active = well fitted inhibition curve with a large enough effect in the polarisation, with a control signal flat, not every such curve was filed as active; inconclusive = small, poorly fitted or top-dose-only effect, or effect the other way, or a change in a side signal; inactive = no such curve, though single readings can be large or run the other way; the % refers to the polarisation; note: potency is the fitted concentration of half-maximal effect; % is set by controls: 0 for no effect and ±100 for the full control effect
Target sequence (Q13526 whole entry, looked up): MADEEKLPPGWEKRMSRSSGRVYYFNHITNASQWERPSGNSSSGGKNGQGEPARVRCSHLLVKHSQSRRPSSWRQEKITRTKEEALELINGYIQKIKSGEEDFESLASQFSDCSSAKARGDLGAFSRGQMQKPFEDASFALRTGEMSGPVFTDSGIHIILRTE
JMJD2A Tudor = qHTS Assay for Inhibitors of JMJD2A-Tudor Domain | Lysine-specific demethylase 4A (Homo sapiens), O75164 | AlphaScreen JMJD2A-Tudor / H3K4me3 peptide binding | Potency, µM (titrated, usually from 114 µM), without a hit: at the top dose activity change, negative = inhibition, usual class: inhibitors | 4.4% of 390,000 active; note: potency is the fitted concentration of half-maximal effect; % is set by controls: 0 for no effect and ±100 for the full control effect; nearly all actives have a fitted effect of over 50% in size
The depositor's hits bear a star; i = inactive; u = inconclusive; x = not tested or not shown; [ ] = another dose, or the depositor's remark. Unless noted, calls come from the whole dose curve; as a rule, active = well fitted curve in the direction sought with a large enough effect; inconclusive = small, poorly fitted or top-dose-only effect, or another doubt; inactive = no such curve, though single readings can be large; an effect the other way counts as inactive or inconclusive. A portion of the library. The share of hits here may be higher or lower than overall.

SMILES	HP1b chromo inh	BAZ2B inh	GLS inhibitor	PI4K2A block	G9a block	PGK inhibitor	POLH inh	Pin1 inhibitor	JMJD2A Tudor
COc1cccc(C(=O)NCc2nnc(SCC(=O)Nc3nccs3)n2-c2cccc(C)c2)c1	3%	10%	-4%	-1	19%[59 µM]	-2%	-4%	0%	-15%
CC(C)(C)OC(=O)NCCCC[C@@H](C(=O)NCCCCCCCCCCC(=O)N1CCN(C(=O)OC(C)(C)C)CC1)n1cc(CCO)nn1	17%	-7%	1%	-2	20%[2.33 µM]	-2%	-6%	2%	-22%
O=C(Cn1ncc2c([nH]c3ccccc32)c1=O)Nc1ccc(CN2CCCCC2)cc1	18%	-21%	-2%	-2	5%[59 µM]	-8%	-21%	7%	-18%
CCCC(=O)Nc1cc(=O)n(C)c(=O)n1C	42%[activator]	5%	-10%	6	-42%	i	-10%	2%	-4%
Cc1ccc(NC(=O)c2c(N3CCCC3=O)c3cc(C)ccc3n2C)c(C)c1	51%[activator]	-1%	5%	1	2%[59 µM]	i	-9%	2%	-16%
CC1CCC(C(C)C)C(OCC(O)CN2CCCC(C)C2)C1 (stereo not given)	26%	-15%	10%	3	-11%	-3%	5%	-4%	-3%
C(=N\Nc1nc(Nc2ccccc2)nc(Nc2ccccc2)n1)/c1cccnc1	11%	-22%	3%	-2	14%	-9%	-18%	3%	-22%
CCN(CC)c1ccc(NC(=O)C2=CC=CN3CCS(=O)(=O)N=C23)cc1	-23%	45µM*	42%[activator]	4	u	-1%	-15%	13%	u
CC(C)c1ccc(NC(=O)CN(C)C2=NS(=O)(=O)c3ccccc32)cc1	x	x	3%	-2	x	-12%	-17%	x	x
COc1ccc2c(c1)CCCC21NC(=O)N(CC(=O)NCc2cccs2)C1=O (stereo not given)	3%	x	-9%	-3	x	-11%	-17%	0%	-13%
COc1ccccc1NC(=O)c1cc(S(=O)(=O)N2CCOCC2)ccc1Cl	33%	-4%	-5%	-11	4%[59 µM]	-1%	-4%	0%	6%
COc1ccc(CN(CC(=O)NCc2ccc(F)cc2)C(=O)c2ccco2)cc1	4%	-11%	3%	-16	9%	5%	-5%	5%	-5%
CCn1c(=S)sc2c(=O)n(CC(=O)Nc3ccc(Cl)cc3)c(C)nc21	29%	-5%[57.1 µM]	-6%	-4	-4%	i	-13%	-1%	-1%
COc1ccc(N2CCN(c3oc(COc4ccc(Cl)cc4)nc3C#N)CC2)cc1	u	3.5µM*	17%	8	u	-12%	-13%	u	u
O=[N+]([O-])c1cc(C(F)(F)F)ccc1N1CCN(S(=O)(=O)c2ccc3c(c2)CCCC3)CC1	0%	-33%	-2%	1	-42%[59 µM]	-2%	-25%	3%	u
CCCC1=NN2C(=N)/C(=C\c3ccc(SCc4ccco4)o3)C(=O)N=C2S1	u	45µM*	-14%	-10	8.9µM*	-20%	3.5µM*	u	50µM*
O=C(c1ccc(NS(=O)(=O)c2ccc3[nH]c(=O)[nH]c3c2)cc1)N1CCCCC1	38%	3%	2%	0	u	-8%	8%	2%	9%
O=C(c1cc(COc2ccc(F)cc2F)on1)N1CC[C@@H]2CCCC[C@H]2C1	115%[activator]	6%	-1%	-4	109%[activator]	-3%	-16%	-3%	61%[activator]
O=C(Nc1ccc(S(=O)(=O)O)cc1)c1ccc2c(c1)S(=O)(=O)c1ccccc1C2=O	9%	x	2%	-11	x	u	28µM*	u	-22%
C=C1C(=O)O[C@@]23[C@H]1CC[C@@H](C)[C@@H]2CC[C@@]1(C)O[C@@H]31	42%[activator]	x	-2%	2	x	-8%	-10%	2%	-6%
COc1cc(NC(=O)C2CCCN(S(=O)(=O)c3cccc4nsnc34)C2)cc(OC)c1 (stereo not given)	-19%	-37%	10%	3	u	-5%	-15%	14%	u
O=C(c1ccc(Cn2c(=S)[nH]c3ccc(Br)cc3c2=O)cc1)N1CCN(C2CCCCC2)CC1	-5%	u	-5%	-3	20%[59 µM]	-1%	-21%	-2%	u
CCOC(=O)CSc1nnc(COc2ccc3ccccc3c2)o1	55%	22%	u	6	x	-3%	-16%	5%	u
O=C1NC(=O)N(Cc2ccccc2F)C1=O	12%	-37%	5%	0	22µM*	4%	7%	-3%	-14%
Cc1ccc(Cl)cc1N1CCN(C2(c3ccccc3)C(=O)c3ccccc3C2=O)CC1	-4%	u	2%	-3	u	-1%	-25%	-1%	u
O=C(CN1CCN(S(=O)(=O)c2ccc(F)cc2)CC1)Nc1ccccc1F	38%	3%	-6%	-11	-3%	4%	-12%	-2%	9%
Cc1nnsc1C(=O)N/N=C/c1cccc(C(F)(F)F)c1	27%	-12%	1%	-1	10%	i	-12%	0%	-5%
Oc1c(Cl)cc(Cl)cc1C1=NNC(c2ccc(Cl)cc2)C1 (stereo not given)	49%[activator]	-13%	-18%	4	u	-5%	-12%	9%	-4%
Cc1ccc2c(c1)c1c(c(=O)n(Cc3ccccc3)c(=O)n1Cc1cccc(F)c1)n2C	25%	1%	8%	2	-7%[59 µM]	-1%	u	-1%	6%
CN(C)c1ccc(/C=C2\CCC/C(=C\c3ccccc3)C2=O)cc1	-16%	u	22%	-8	3.5µM*	-11%	u	u	u
CC(C)Nc1nc(SCC(N)=O)nc(N2CCOCC2)n1	11%	0%	6%	-4	22%	-7%	-8%	-1%	-22%
Clc1ccc2c(NCc3ccccc3)ccnc2c1	21%	-2%	2%	-5	u	2%	-16%	-7%	-8%
CSc1nc2sc3c(c2c2nnnn12)CCCC3	4%	8%	-17%	-2	8%[12.7 µM]	-2%	-9%	0%	-14%
CCOC(=O)C(=CN=C(N)Nc1nc2ccccc2o1)C(=O)OCC	37%	3%	0%	-3	1%	-1%	-14%	-24%	-9%
Cc1cc(N2CCN(Cc3cn(C)nc3-c3cccc(Cl)c3)CC2)cc(C)n1	0%	45µM*	-8%	-4	x	-7%	-8%	6%	-15%
CCCOc1ccc(CNC(=O)Cn2cc3c(n2)-c2c(oc(C(=O)N4CCOCC4)c2C)CC3)cc1	23%	u	5%	5	u	-14%	-13%	-6%	-12%
CCC(C)[C@H](NC(=O)NC1CCN(Cc2ccccc2)CC1)C(=O)OC (stereo not given in full)	30%	6%	-2%	4	x	i	-10%	-2%	-6%
COc1ccc(NC(=O)N2CCOCC2)cc1	19%	-6%	6%	4	u	-3%	-5%	-12%	-7%
Cc1ccc(C(=O)NCc2ccc3c(c2)OCO3)c(Cl)c1	x	x	7%	1	x	2%	-3%	x	x
CC1(C)C(=O)N(CC(=O)Nc2cccc(F)c2)c2ccc(S(=O)(=O)N3CCCCC3)cc21	10%[57 µM]	-1%	-5%	-1	10%[59 µM]	-6%	-24%	-1%	-19%
C[C@@H]1CN([C@H](C)CO)C(=O)CCCn2nncc2CO[C@@H]1CN(C)S(=O)(=O)c1ccc(Oc2ccccc2)cc1	x	x	0%	-3	x	1%	-23%	x	x
CC1CCCN(CCC(=O)Nc2ccc3c(c2)CCC3)C1 (stereo not given)	25%	0%	11%	-5	5%[59 µM]	-3%	-11%	-49%	-13%
CSc1ccccc1-c1nnc(-c2ccc(C)cc2)o1	121%[activator]	4%	-3%	6	-3%	0%	u	4%	38%[activator]
OCC[C@@H]1C[C@@H](O)[C@H](O)[C@@]2(Cc3ccccc3O2)O1	50%[activator]	-31%	-5%	0	16µM*	12%	-1%	-4%	-13%
CS/C(=C\[N+](=O)[O-])Nc1ccc(F)cc1	42%	-5%	2%	-4	u	-6%	-10%	-2%	-11%
CC(=O)c1ccc(S(=O)(=O)N2CCN(C(=O)c3ccc(-n4cncn4)c([N+](=O)[O-])c3)CC2)cc1	11%	1%	-4%	4	9%[12.7 µM]	-1%	-10%	3%	-24%
Cc1cc(C)n(NC(=S)NC2CCCCC2)c(=O)c1C#N	70%[activator]	-8%	3%	4	x	i	31%[activator]	-4%	-7%
COc1cc(C2CC(=O)N(CC(=O)Nc3ccccc3F)c3ccccc3S2)cc(OC)c1OC (stereo not given)	37%	-31%	2%	-3	-12%[59 µM]	i	-18%	13%	-21%
Cc1ccc(C(C)C)c(OCC(=O)Nc2ccc3c(c2)nc(CCNC(=O)c2ccco2)n3C)c1	29%	-2%	0%	-2	u	-4%	-2%	7%	-30%
COC(=O)c1cnn2c(C(F)(F)F)cc(-c3ccccc3)nc12	61%[activator]	2%	-4%	8	-1%[59 µM]	-7%	-8%	0%	-2%
Continued:
SMILES	HP1b chromo inh	BAZ2B inh	GLS inhibitor	PI4K2A block	G9a block	PGK inhibitor	POLH inh	Pin1 inhibitor	JMJD2A Tudor
CCCc1cc(NCC2CCCO2)n2c(nc3ccccc32)c1C#N (stereo not given)	41%[activator]	27%	-9%	0	5%[59 µM]	1%	-13%	3%	17%
O=c1c2ccccc2ncn1Cc1cccc2ccccc12	16%	-39%	19%	0	x	2%	-1%	2%	-7%
COc1cc(OC)c(NC(=O)c2cc(C(C)=O)n3ccccc23)cc1Cl	9%	-3%	-5%	0	-13%[59 µM]	i	-20%	0%	-21%
Cn1nccc1NC(=O)CC1(CC(=O)O)CCCCC1	56%[activator]	-3%	-6%	-3	20%	-3%	-4%	-4%	2%
